Source: PubChem
Anthrax LF inh2 – anthrax lethal factor protease inhibition; P15917; multiplex microsphere protease cleavage assay, LF; inhibition, % at 10 µM; 360,000 compounds, 0.12% hits; AID 588501; further: plate controls were buffer without enzyme for full effect and enzyme alone for no effect
PfHsp40 yeast – rescue of PfHsp40-mediated yeast toxicity; growth rescue, % at 12.5 µM; S. cerevisiae expressing PfHsp40, growth rescue, ATP luminescence; AID 504582; 340,000 compounds, 0.68% hits; in the data active means growth rescue above about 28%, passing the limit was not always enough; inconclusive means no clear call, values can overlap the other calls;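 further: yeast W303a lacking pdr1 and pdr3 grown in galactose medium; growth measured after three days at 30 °C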
CCHF vOTU inh – blocks the CCHF virus ovarian tumor domain protease; CCHFV vOTU protease, Pep-AMC fluorescence; inhibition, % at 11.5 µM; 370,000 compounds, 0.55% hits; AID 651958; in the data active means inhibition above about 30%; further: 0% = vehicle wells with enzyme and 100% = no enzyme wells
BH1578 lux ind – quorum light induction in luxS cqsA deficient V. cholerae. 350,000 compounds, 0.16% hits. activation, % at 18.7 µM. V. cholerae BH1578 lux reporter, luminescence, 6 h; in the data active means activation mostly above about 9.7%, no sharp cut-off; inconclusive means no clear call, values can overlap the other calls; inactive means mostly below about 3.7%; further: not every result past the cut was called active; inactives centre near 0; reference of the scale not given here
VHR inh abs – blocks human VHR1 dual specificity phosphatase; P51452; recombinant VHR phosphatase, pNPP absorbance; inhibition, % at 13.3 µM; 290,000 compounds, 0.52% hits; in the data active means inhibition above about 50%; further: some compounds called inactive have numbers as strong as hits
Yp Topo-I inh – Y. pestis Topo-I inhibition via cleavage products; Y. pestis Topo-I cleavage product accumulation, plate reader; activity, % at 10 µM; 360,000 compounds, 0.064% hits; AID 504884; in the data active means activity above about 50%, passing the limit was not always enough; inconclusive means no clear call, values can overlap the other calls; further: inactives centre near 2
SARS 3CLpro inh – SARS-CoV 3CLpro protease inhibition | P0C6X7 | recombinant SARS-CoV 3CLpro, quenched FRET peptide cleavage | inhibition, % at 6 µM | 290,000 compounds, 0.14% hits; in the data active means inhibition above about 12%
BoNT A protease – BoNT A light chain protease inhibition; multiplex microsphere protease substrate cleavage, flow cytometry; inhibition, % at 10 µM; 360,000 compounds, 0.17% hits; AID 588499; further: plate controls were buffer without enzyme for full effect and enzyme alone for no effect
TcdB GH inh – TcdB glycohydrolase inhibition. inhibition, % at 9.99 µM. TcdB glycohydrolase enzymatic assay, plate reader. 350,000 compounds, 0.24% hits. P18177; in the data active means inhibition above about 10%
Target sequence (P18177 whole entry, looked up): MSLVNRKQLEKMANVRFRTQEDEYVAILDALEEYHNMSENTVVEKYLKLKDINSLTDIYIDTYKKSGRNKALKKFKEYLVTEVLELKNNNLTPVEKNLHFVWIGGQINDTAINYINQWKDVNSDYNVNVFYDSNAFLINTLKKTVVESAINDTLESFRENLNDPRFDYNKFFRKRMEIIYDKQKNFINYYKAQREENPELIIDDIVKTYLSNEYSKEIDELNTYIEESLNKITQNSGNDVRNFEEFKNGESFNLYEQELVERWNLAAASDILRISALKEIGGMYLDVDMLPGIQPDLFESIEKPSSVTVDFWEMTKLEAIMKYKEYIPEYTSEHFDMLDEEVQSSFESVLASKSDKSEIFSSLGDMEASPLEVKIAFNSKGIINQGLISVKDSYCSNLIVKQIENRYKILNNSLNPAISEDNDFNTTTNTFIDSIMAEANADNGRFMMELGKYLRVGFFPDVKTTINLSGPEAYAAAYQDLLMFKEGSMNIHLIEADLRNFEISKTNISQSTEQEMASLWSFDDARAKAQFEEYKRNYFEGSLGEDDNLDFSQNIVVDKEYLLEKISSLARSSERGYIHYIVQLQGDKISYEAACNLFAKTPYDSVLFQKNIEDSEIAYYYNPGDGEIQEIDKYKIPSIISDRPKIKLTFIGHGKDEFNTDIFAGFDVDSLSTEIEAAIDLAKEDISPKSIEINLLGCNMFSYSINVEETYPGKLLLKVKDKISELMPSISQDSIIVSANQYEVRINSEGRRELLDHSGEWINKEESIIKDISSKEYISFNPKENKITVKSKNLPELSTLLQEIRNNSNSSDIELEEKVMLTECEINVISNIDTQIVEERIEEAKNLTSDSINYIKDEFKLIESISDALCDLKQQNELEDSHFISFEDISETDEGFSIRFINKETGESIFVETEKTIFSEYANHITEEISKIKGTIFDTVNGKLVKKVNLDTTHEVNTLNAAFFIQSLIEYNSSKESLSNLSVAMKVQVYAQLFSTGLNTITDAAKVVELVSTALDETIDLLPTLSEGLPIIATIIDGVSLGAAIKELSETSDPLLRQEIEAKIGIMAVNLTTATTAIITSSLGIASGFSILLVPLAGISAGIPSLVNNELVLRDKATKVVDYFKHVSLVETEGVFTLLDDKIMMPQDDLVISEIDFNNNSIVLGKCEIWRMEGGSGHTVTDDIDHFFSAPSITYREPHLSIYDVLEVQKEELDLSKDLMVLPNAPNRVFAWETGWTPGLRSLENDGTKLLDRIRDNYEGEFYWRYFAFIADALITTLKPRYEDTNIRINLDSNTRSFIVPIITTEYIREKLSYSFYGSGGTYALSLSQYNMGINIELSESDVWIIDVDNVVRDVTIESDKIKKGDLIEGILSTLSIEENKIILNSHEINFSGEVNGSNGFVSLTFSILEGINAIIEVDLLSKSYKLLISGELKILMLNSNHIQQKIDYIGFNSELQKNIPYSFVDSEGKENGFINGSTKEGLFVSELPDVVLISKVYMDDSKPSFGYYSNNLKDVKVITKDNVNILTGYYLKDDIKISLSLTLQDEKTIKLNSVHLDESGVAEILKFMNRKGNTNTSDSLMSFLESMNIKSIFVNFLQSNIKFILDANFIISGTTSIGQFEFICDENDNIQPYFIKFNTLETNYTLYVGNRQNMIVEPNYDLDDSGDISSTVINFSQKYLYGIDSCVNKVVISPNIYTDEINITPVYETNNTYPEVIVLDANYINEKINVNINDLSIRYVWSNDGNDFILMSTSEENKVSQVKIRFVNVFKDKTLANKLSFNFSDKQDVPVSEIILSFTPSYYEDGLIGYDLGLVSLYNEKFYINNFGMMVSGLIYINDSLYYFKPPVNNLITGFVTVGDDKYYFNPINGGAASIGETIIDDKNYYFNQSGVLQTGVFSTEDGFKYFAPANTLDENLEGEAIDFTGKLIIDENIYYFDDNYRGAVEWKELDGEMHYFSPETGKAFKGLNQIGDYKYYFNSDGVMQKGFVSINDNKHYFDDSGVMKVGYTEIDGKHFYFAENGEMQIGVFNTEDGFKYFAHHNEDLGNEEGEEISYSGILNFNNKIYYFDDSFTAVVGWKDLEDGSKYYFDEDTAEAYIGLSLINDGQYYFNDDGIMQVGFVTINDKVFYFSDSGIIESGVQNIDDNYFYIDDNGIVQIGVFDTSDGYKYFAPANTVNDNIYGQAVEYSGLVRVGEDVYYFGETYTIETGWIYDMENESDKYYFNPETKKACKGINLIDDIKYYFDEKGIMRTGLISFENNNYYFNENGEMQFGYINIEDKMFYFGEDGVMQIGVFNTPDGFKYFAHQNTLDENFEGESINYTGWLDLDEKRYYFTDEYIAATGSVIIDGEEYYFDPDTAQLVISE
PriA SSB inh – K. pneumoniae PriA-SSBct interaction inhibition; AID 1272365; inhibition, % at 33 µM; AlphaScreen SSBct-PriA binding, biotinylated peptide; 430,000 compounds, 0.6% hits; in the data active means inhibition mostly above about 37%, no sharp cut-off; inactive means mostly below about 20%;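 further: plate controls were negative control peptide for no effect and reference peptide for full effect; strong numbers were not always called active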
* = called active by the depositor; i = inactive; ? = inconclusive; . = no result given; & = joins results of further samples. Unless noted, no stated cut-off is given here; in the data, active means inhibition above about 30%; inconclusive means no clear call, values can overlap the other calls; inactive means below that. Some of the compounds tested, so the mix of outcomes need not match the whole.

SMILES	Anthrax LF inh2	PfHsp40 yeast	CCHF vOTU inh	BH1578 lux ind	VHR inh abs	Yp Topo-I inh	SARS 3CLpro inh	BoNT A protease	TcdB GH inh	PriA SSB inh
COc1ccc(N/C=C(\C#N)S(=O)(=O)c2ccc(Cl)cc2)c(OC)c1	10	0.7	-4	i	.	-4	-2	-3.5	-0.2	3
OC[C@@H]1CN(Cc2cccs2)C[C@H](n2cnc3c(NCc4ccncc4)ncnc32)O1	-5	.	2	-0.8	.	0	.	-0.4	1.5	.
Oc1ccc(N=Nc2ccccc2)cc1	-5	4.8	-1	i	2	-2	3	0.1	0.9	-6
COc1ccccc1C1C(C(N)=O)=C(C)Nc2ncnn21 (stereo unspecified)	-1	0.4	10	-6.1	0	8	-1	1.2	.	-7
Cc1cccc2cc(C(c3nnnn3Cc3ccc4c(c3)OCO4)N3CCCC3)c(=O)[nH]c12 (stereo unspecified)	-1	-0.1	10	-0.7	-7	3	-2	0.2	.	5
O=C(Nc1ccc2c(c1)OCO2)N1CCN(Cc2ccco2)CC1	1	0.6	3	-0.3	10	-9	4	-0.9	-0.9	8
Clc1cccc(Cc2c(-c3ccco3)nc3ccc(Cl)cn23)c1	0	.	3	.	.	.	.	0.7	1.8	.
O=C(COC(=O)CCC1CCCC1)Nc1nc2c(F)c(F)c(F)cc2s1	-3	-0.9	-10	8.3	-13	0	0	-0.6	0.7	11
CCN1CCN(c2cc(C)c3cc(NC(=O)CCC(=O)Nc4ccc(OC)cc4OC)ccc3n2)CC1	4	-0.6	-11	-0.6	16	6	1	3.1	1.1	10
CC(=O)COC(=O)c1ccc2noc(-c3ccccc3)c2c1	-2	2.6	6	-0.3	27	6	-4	-0.1	-0.3	3
CCCn1nc(C(=O)N2CCCc3ccccc32)c2ccccc2c1=O	-6	1.8	8	0.9	5	9	6	0.0	1.6	-1
Cc1onc(-c2ccccc2)c1C(=O)N1CCN(c2ncccc2C(F)(F)F)CC1	0	1.2	1	i	10	26	0	0.4	-0.3	-15
COc1c(C)cc(C(O)c2ncc(-c3ccccc3)[nH]2)cc1C (stereo unspecified)	-12	.	0	-1.1	.	-1	.	-0.4	0.5	.
COc1ccccc1[C@@H]1C(c2cccc(C)c2)=NN(c2ccc(Br)cc2)[C@H]1C(=O)N1CCOC1=O	-1	-0.1	12	-1.6	.	-4	.	0.4	-0.4	-11
O=[N+]([O-])c1cccc(-c2cc3cccc[n+]3cc2-c2cccc([N+](=O)[O-])c2)c1	2	-0.1	3	-0.2	-14	-8	0	-0.7	.	-8
O=C(CSc1nc2ccccc2c(=O)[nH]1)c1cccs1	-3	2.4	7	.	10	2	-1	0.4	-1.1	-3
COc1ccc(-n2c(=O)c3c4c(sc3n(CC(=O)NCC3CCCO3)c2=O)CCCC4)c(OC)c1 (stereo unspecified)	-7	-2.0	-10	i	16	2	0	-0.1	0.3	5
CCN(CC)C(=O)c1ccc(NC(=O)c2cn(-c3ccccc3)nc2-c2ccc(OC)cc2)cc1	-1	2.6	0	-0.4	11	9	1	1.2	-0.3	-7
COc1ccc(-c2cc(C(F)(F)F)nc(SCCC(=O)N3CCN4CCCC4C3)n2)cc1 (stereo unspecified)	3	1.0	10	3.0	5	-2	0	0.1	.	-7
CCOc1ccc(NC(=S)NCCCN2CCN(C3CCCCC3)CC2)cc1	-4	-0.8	-3	0.3	-1	4	0	-2.3	2.3	6
CNC(=O)C[C@H]1C(=O)N(C2CCCCC2)C[C@@H]1CSC	-4	.	-4	-0.1	.	1	.	0.2	0.5	.
CN(C(=O)c1ccc(NC(=O)Cc2cccc(NC(=O)C3CCCN(C(=O)C4CCC4)C3)c2)cc1)C1CC1 (stereo unspecified)	11	0.4	-1	1.1	.	29	.	-0.1	-0.1	-9
COc1ccc(CCNC(=O)c2cnn3ccccc23)c(OC)c1OC	2	-0.6	-7	.	24	4	-6	-0.7	0.1	-6
CCOc1ccccc1C(=O)NCC(=O)O	-4	-1.3	-1	-0.4	9	-1	6	1.2	0.3	-14
c1ccc(-c2cc(-c3nnc4n3N=C(c3ccc5ccccc5c3)CS4)[nH]n2)cc1	-6	-0.1	-7	-2.8	17	?	3	-1.0	.	-46
Cc1ccc(S(=O)(=O)N2CCN(c3ncnc4c3cnn4-c3ccccc3)CC2)cc1	-6	-0.5	-2	i	8	-1	1	0.4	.	-2
O=C(O)Cn1cc(C(=O)c2ccco2)c2ccccc21	-1	-1.5	17	-3.1	10	-1	-1	0.0	.	-25
CCOC(=O)[C@]12Cc3cc4ccccc4cc3[C@H]1N(Cc1ccccc1)C(=O)c1cc(OC)ccc12	-5	.	2	.	.	.	.	-0.3	-1.8	.
Cc1ccc(NC(=O)CSc2nc(=O)n(CCN(C)C)c3c2CCCC3)c(C)c1	.	-1.2	-9	-0.5	.	-4	.	.	1.0	6
Cc1cc([N+](=O)[O-])cc2c1-c1ncccc1C2=Nc1ccccc1	0	0.5	2	-0.3	7	-9	3	3.9	.	-6
O=C(Nc1ccn(CCCNCc2ccccn2)c(=O)n1)OCc1ccccc1	-2	-1.7	1	-0.7	.	8	.	-0.3	1.4	-2
Cc1c(NC2=CC(=O)CC(C)(C)C2)c(=O)n(-c2ccccc2)n1C	-4	0.5	13	i	-19	-5	0	1.0	1.7	-10
COc1ccccc1N1CCN(CCCNC(=O)C2CCCN(c3ncnc4c3nc3n4CCCCC3)C2)CC1 (stereo unspecified)	-1	-0.1	-8	-0.4	-7	3	-2	0.8	1.7	20
NS(=O)(=O)c1ccc(CCNC(=O)c2coc3ccccc3c2=O)cc1	-7	0.7	10	-3.6	24	9	2	1.3	0.5	10
OC1(CNCc2cn[nH]c2-c2cc3ccccc3o2)CCCCC1	1	-1.0	15	-0.2	20	-14	-5	0.6	0.7	-11
O=C1CNC(=O)/C(=C/c2cccs2)N1	3	0.1	9	i	-7	-11	-5	-0.5	1.8	-8
O=c1c2cc([N+](=O)[O-])ccc2nc(CN2CCN(c3ccccn3)CC2)n1-c1ccccc1F	2	-0.6	-12	-0.5	-16	5	6	-0.8	0.9	-1
COc1cc(/C=N/NC(=O)c2cccc([N+](=O)[O-])c2)ccc1O	0	-1.8	-3	i	22	-1	1	-1.3	12*	.
COc1ccc2nc(/N=C/c3c(C)[nH]n(-c4ccc(C)cc4)c3=O)sc2c1	1	-1.1	7	-0.6	21	5	11	-0.9	1.8	.
CC(C)(C)c1ccc(C(=O)NCC(=O)N/N=C/c2cccs2)cc1	-3	0.7	13	-0.7	-12	10	1	0.3	0.7	.
CCOC(=O)N1CCN(C(=O)CSc2ccc(-c3ccc(OC)c(OC)c3)nn2)CC1	-4	1.8	13	-0.2	19	8	2	-0.7	1.0	-6
Cc1ccc(NC(=S)N2CCN(Cc3ccccc3)CC2)cc1	-9	-2.3	-11	0.9	4	-6	2	-0.6	-0.9	0
O=C(CSCc1ccc(Cl)cc1)N1CCOCC1	3	0.5	4	-0.2	-2	-9	2	-2.0	1.7	7
O=C(CN(C(=O)CCC(=O)Nc1nccs1)c1cccc(C(F)(F)F)c1)NCC1CCCO1 (stereo unspecified)	6	-0.2	6	-2.2	11	4	-2	1.7	-0.1	-6
CCn1c(CNc2ccccc2Cl)nnc1SCCN1CCCCC1	3	0.7	-7	0.1	26	-1	-3	0.4	.	-15
COc1ccc(CCNC(=O)CCNC(=O)c2ccc([N+](=O)[O-])cc2)cc1	6	-0.8	14	i	47	-1	-3	-3.0	0.4	-11
O=C(COC(=O)C1CCC1)Nc1ccccc1Sc1ccccc1	-3	-1.6	-14	i	30	24	-3	0.2	.	-72
COc1ccc(-c2coc3c(C(=O)NC4CCCCC4)cccc23)c(C)c1	-3	.	13	-0.5	.	43	.	-0.2	0.6	.
CC(=O)c1cccc(NC(=O)CN(C2CCCCC2)S(C)(=O)=O)c1	2	0.7	-9	i	2	3	2	-0.3	.	-8
Cc1cc(C)nc(SCc2nnc(SCC(=O)Nc3ccc(Cl)c(C(F)(F)F)c3)o2)n1	-2	3.2	3	-0.5	3	17	1	-0.5	.	-5
O=C(Oc1ccc(Br)cc1)c1cccnc1	7	1.1	-13	-0.6	10	2	-4	-0.5	0.4	3
CCCCCC1CCC(c2n[nH]c(=S)n2C)CC1 (stereo unspecified)	-4	?	6	i	21	12	0	1.0	.	-1
Cc1ccc(Sc2ncccc2C(=O)O)cc1	-1	-0.6	-14	-0.2	-4	8	-1	-0.3	.	2
CC(C)c1nnc(NC(=O)CSc2ccccc2)s1	-2	-0.1	7	-2.2	30	-4	1	-0.5	.	-9
Cc1cc(OC(=O)c2cccc(Br)c2)c([N+](=O)[O-])c(=O)[nH]1	1	0.7	-3	.	17	2	-4	-1.0	-2.9	-17
O=C(Nc1ccc(Cl)cc1)N(CCCN1CCOCC1)Cc1cccs1	0	0.0	-2	-0.2	0	6	3	-0.1	-0.7	-16
COc1ccc(C(C(=O)NC(C)(C)C)N(C[C@H]2CC[C@@H]([C@@H]3CC[C@H](CO)O3)O2)C(=O)c2ccccc2)cc1 (stereo partly specified)	-3	-0.2	13	i	.	8	.	-0.1	1.3	-8
CCCCC(=O)Nc1ccc2c(c1)nc1n2CCOC1	-5	-0.1	17	-0.6	17	-10	-4	-0.7	.	-10
O=C(O)C1CCCN1c1ncccn1 (stereo unspecified)	-7	-0.5	-5	-0.7	16	-1	-2	-1.9	.	-16
COc1ccc(S(=O)(=O)Nc2cccc(C)c2C)c2cccnc12	-2	1.1	19	-0.5	6	10	-1	-0.6	-0.3	-25
New compounds follow.
SMILES	Anthrax LF inh2	PfHsp40 yeast	CCHF vOTU inh	BH1578 lux ind	VHR inh abs	Yp Topo-I inh	SARS 3CLpro inh	BoNT A protease	TcdB GH inh	PriA SSB inh
C[C@@H]1CN([C@@H](C)CO)C(=O)CCCn2nncc2CO[C@H]1CN(C)C(=O)c1ccc(N2CCN(C)CC2)cc1	-12	.	2	i	.	5	.	-0.3	3.5&-0.5&-0.5	.
CC(Nc1ccc(F)cc1)=[N+](C)CCNS(=O)(=O)c1ccc(Cl)cc1	2	-1.3	13	i	14	-1	-3	0.6	0.2	.
CCOC(=O)C1CCN(CC(=O)N(CC(C)C)c2c(N)n(CC(C)C)c(=O)[nH]c2=O)CC1	0	1.7	-10	1.4	5	-5	1	0.1	0.8	4
NS(=O)(=O)c1ccc(NS(=O)(=O)/C=C/c2ccccc2)cc1	2	2.1	12	-2.0	26	3	2	0.2	.	-9
COc1cccc(CC2(CO)CCCN(Cc3sc(N4CCCC4)nc3Cl)C2)c1 (stereo unspecified)	-1	-0.5	16	-0.5	35	28	-1	-2.7	1.6	7
O=C(NCCc1ccccc1)c1ccccc1C(F)(F)F	-4	.	-5	i	.	12	.	-0.1	0.7	.
CCOC(=O)c1cnn(-c2ccccc2)c1-n1cccc1	3	-1.0	18	-0.3	3	4	2	0.5	.	-15
COc1cccc(CNCCSc2nnnn2C)c1OC	-2	-1.2	-9	-0.2	-5	-2	3	-1.7	0.2	-10
Cc1cc(C)n2nc(C(=O)OCC(=O)c3cc(C)n(CC4CCCO4)c3C)nc2n1 (stereo unspecified)	-9	-0.6	-5	i	-1	0	2	-0.5	1.3	-9

Single records, from the list above. Values in the order: Anthrax LF inh2, PfHsp40 yeast, CCHF vOTU inh, BH1578 lux ind, VHR inh abs, Yp Topo-I inh, SARS 3CLpro inh, BoNT A protease, TcdB GH inh, PriA SSB inh
Cc1cc(C)n2nc(C(=O)OCC(=O)c3cc(C)n(CC4CCCO4)c3C)nc2n1 (stereo unspecified) as listed: -9, -0.6, -5, i, -1, 0, 2, -0.5, 1.3, -9
NS(=O)(=O)c1ccc(NS(=O)(=O)/C=C/c2ccccc2)cc1 as listed: 2, 2.1, 12, -2.0, 26, 3, 2, 0.2, ., -9
CCOC(=O)c1cnn(-c2ccccc2)c1-n1cccc1 as listed: 3, -1.0, 18, -0.3, 3, 4, 2, 0.5, ., -15
CCOC(=O)C1CCN(CC(=O)N(CC(C)C)c2c(N)n(CC(C)C)c(=O)[nH]c2=O)CC1 as listed: 0, 1.7, -10, 1.4, 5, -5, 1, 0.1, 0.8, 4
